# Screening data: PubChem BioAssay, several laboratories
# human PMI inhibition – inhibitors of human PMI, primary screen, biochemical, fluorescence intensity, coupled assay (AID 1209); Mannose-6-phosphate isomerase (Homo sapiens); purified PMI enzyme, coupled fluorescence intensity; higher % means a stronger effect; inhibition, % at 20 µM; hits with a dose series show IC50 in µM; 190,000 tested, 0.42% active;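 also: plate controls were DMSO vehicle for no effect and wells lacking substrate for full effect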
# P. falciparum M1AAP – P. falciparum M1AAP inhibitors, biochemical, fluorogenic H-Leu-NHMec substrate, 1536-well (AID 1445) | Aminopeptidase N (Plasmodium falciparum (isolate 3D7)) | recombinant M1AAP, H-Leu-NHMec fluorogenic kinetic assay; higher % means a stronger effect | inhibition, % at 30 µM; hits with a dose series show IC50 in µM | 220,000 tested, 0.42% active;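 active = primary inhibition above the hit cutoff, then over 50% inhibition at one or more dose response concentrations, cut at about 23% in these data, passing the limit was not always enough; inconclusive = conflicting primary data, or primary hits not chosen for dose response; inactive = low primary inhibition, or under 50% at every dose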;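 also: plate controls were DMSO full reaction for no effect and no enzyme background for full effect; strong numbers were not always called active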
# LYP inhibition – inhibitors of LYP phosphatase, biochemical, fluorescence intensity, uHTS (AID 1779). recombinant LYP phosphatase, fluorescence intensity; higher % means a stronger effect. one-dose inhibition, % at 11.5 µM; IC50 in µM for titrated hits. 290,000 tested, 0.054% active. Tyrosine-protein phosphatase non-receptor type 22 (Homo sapiens);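 also: plate controls were vehicle with enzyme for no effect and no enzyme for full effect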
# AID2073 – inhibitors of Mint1-CaV2.2 protein interaction, biochemical, HTRF (AID 2073); inhibition, % at 20 µM, or IC50 in µM where a hit was titrated; 290,000 tested, 0.19% active; HTRF protein-protein interaction, Mint1-CaV2.2; higher % means a stronger effect; in the data active = inhibition mostly above about 51%, no sharp cut-off; inconclusive = no clear call, values can overlap the other calls; inactive = mostly below about 53%; also: some results filed as inactive read as strong as hits
# PMI inhibition – human PMI inhibitors, high substrate, primary screen, biochemical, fluorescence intensity, high mannose 6-phosphate (AID 1220) | Mannose-6-phosphate isomerase (Homo sapiens) | recombinant PMI enzyme, coupled fluorescence intensity; higher % means a stronger effect | one-dose inhibition, % at 20 µM; IC50 in µM for titrated hits | 190,000 tested, 0.66% active
# Dynein transport – inhibitors of GR-EGFP nuclear translocation, primary screen, dynein cargo transport inhibitor project, imaging, high-content, 3617.4 mouse cells | 220,000 tested, 0.47% active | z-score, hits read low | AID 1381, 2008 | test concentration mostly 20 µM; stimulated with dexamethasone, 1 µM; hits give low values;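 active = plate z-score of nuclear minus cytoplasmic receptor signal below a set negative limit, without overly bright fluorescence or cell loss, cut at about -3.5 in these data, passing the limit was not always enough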;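 also: z-score of nuclear minus cytoplasmic ring GR-EGFP intensity difference per well; some compounds called inactive have numbers as strong as hits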
#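 Buffer or medium: tetracycline-free induction medium containing charcoal-stripped FBS / Reagent: dexamethasone agonist, 1.0 µM final, for 30 min / Technique: automated 10x imaging of fixed Hoechst-stained cells / Times: induction 48 h, compound 1 h, agonist 30 min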
# XIAP displacement – XIAP antagonists, biochemical, IAP family, fluorescence polarization (AID 1018) | XIAP BIR domain, fluorescence polarization peptide displacement; higher % means a stronger effect | E3 ubiquitin-protein ligase XIAP (Homo sapiens) | one-dose displacement, % at 20 µM; IC50 in µM for titrated hits | 200,000 tested, 0.007% active; in the data active = displacement above about 50%; also: a part of the inactive calls stands beside numbers as strong as those of hits
# Siah-1 displacement – Siah-1 peptide-binding antagonists, primary screen, biochemical, fluorescence polarization, rhodamine-plectin, uHTS (AID 1817). E3 ubiquitin-protein ligase SIAH1 (Homo sapiens). Siah-1 / rhodamine-plectin peptide fluorescence polarization; higher % means a stronger effect. one-dose displacement, % at 20 µM; IC50 in µM for titrated hits. 290,000 tested, 0.02% active;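 active = displacement of at least 50% at 20 µM, with a fluorescence ratio check between 0.3 and a set limit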;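 also: plate controls were Siah plus tracer with DMSO for no effect and tracer alone without Siah for full effect; strong numbers were not always called active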
# M17LAP inhibition – P. falciparum M17LAP inhibitors, primary screen, biochemical, fluorogenic H-Leu-NHMec substrate, 1536-well (AID 1619); inhibition, % at 30 µM; hits with a dose series show IC50 in µM; 220,000 tested, 0.38% active; recombinant M17LAP, H-Leu-NHMec fluorogenic kinetic assay; higher % means a stronger effect;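 active = compound inhibiting the enzyme by more than half at any dose during confirmatory dose-response retesting; inconclusive = strong single-dose inhibitors picked by rank but not retested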;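 also: plate controls were full reaction with DMSO carrier for no effect and no enzyme background for full effect; strong numbers were not always called active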
# Dynein transport cytoplasmic EGFP – further read-out of Dynein transport, marked with its call; z-score; measured here: cytoplasmic GR-EGFP intensity; hits give high values
# Dynein transport nuclear GR-EGFP – further read-out of Dynein transport, marked with its call; z-score; measured here: nuclear GR-EGFP intensity;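 lower value marks the stronger effect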
# Dynein transport cell count – second read-out of Dynein transport, no call of its own (marks repeat the call); z-score; measured here: cell count per field
# * = called active by the depositor; ? = inconclusive; . = no result given. Rule as the data show it, unless noted: active = inhibition above about 50%; inactive = the rest.
# Start of the data: the first 2 compounds, to show the layout:
SMILES,human PMI inhibition,P. falciparum M1AAP,LYP inhibition,AID2073,PMI inhibition,Dynein transport,Dynein transport cytoplasmic EGFP,Dynein transport nuclear GR-EGFP,Dynein transport cell count,XIAP displacement,Siah-1 displacement,M17LAP inhibition
Cc1ccc(NC(=S)Nc2cccc3cnccc23)c(C)c1,38%,3%,8%,52%,26%,-0.19,-0.11,0.1,-0.99,-4.9%,75%,6%
Cc1ccccc1-c1noc(-c2ccccc2C(=O)NCc2ccco2)n1,.,5%,-8%,-11%,.,-1.8,-0.089,-0.95,0.78,.,-9%,1%

# The whole of this part, previewed entries included:
SMILES,human PMI inhibition,P. falciparum M1AAP,LYP inhibition,AID2073,PMI inhibition,Dynein transport,Dynein transport cytoplasmic EGFP,Dynein transport nuclear GR-EGFP,Dynein transport cell count,XIAP displacement,Siah-1 displacement,M17LAP inhibition
Cc1ccc(NC(=S)Nc2cccc3cnccc23)c(C)c1,38%,3%,8%,52%,26%,-0.19,-0.11,0.1,-0.99,-4.9%,75%,6%
Cc1ccccc1-c1noc(-c2ccccc2C(=O)NCc2ccco2)n1,.,5%,-8%,-11%,.,-1.8,-0.089,-0.95,0.78,.,-9%,1%
NC(=O)c1ccc(N2CCCCC2)c(N2C(=O)C3CC=CCC3C2=O)c1 (stereo unspecified),2%,4%,0%,3%,8%,0.49,-0.11,-0.34,-0.91,0.0%,2%,2%
O=C(NCC1OCCc2ccccc21)c1ccc(NC(=O)c2cccc(Br)c2)cc1 (stereo unspecified),12%,-5%,-6%,6%,3%,-0.59,-0.18,0.011,0.67,-12%,1%,-8%
CC(C)CC(NS(=O)(=O)c1cc(C(=O)O)ccc1Cl)C(=O)O (stereo unspecified),-7%,0%,0%,19%,-5%,-0.96,0.58,-0.52,0.65,-11%,-3%,-1%
CCOC(=O)CNC(=O)CSc1nc(-c2cccc(C)c2)ns1,11%,6%,-7%,3%,-3%,0.085,-0.23,-0.01,0.48,-8.9%,-2%,0%
COc1ccccc1OCc1ccc(C(=O)Nc2ccccc2F)cc1,2%,14%,2%,16%,-3%,-1.1,-0.3,-0.72,0.75,-3.4%,4%,0%
Nc1ccc2c(c1)-c1ccccc1S(=O)(=O)N2,1%,9%,6%,-10%,52%*,-0.27,-0.23,0.055,0.38,0.6%,-5%,-8%
O=C(Nc1ccon1)c1ccc(Cl)s1,-7%,-6%,8%,?,-9%,0.21,-0.18,0.29,1.7,-7.1%,1%,5%
COCCNc1ncnc2c1[nH]c1ccccc12,.,1%,-2%,15%,.,-0.072,-0.21,-0.0013,0.084,.,1%,-4%
Cc1cccc(-n2c(SCc3cc(=O)n4ccsc4n3)nc3ccccc32)c1,-26%,2%,-3%,-9%,-28%,0.65,-0.15,-0.52,0.38,-0.6%,2%,3%
Cc1ccsc1C(=O)OCC(=O)NCCCc1ccccc1,-4%,2%,4%,1%,-6%,0.48,-0.37,-0.3,0.45,-2.1%,4%,-5%
COc1ccc(C(=O)Nc2cccc(-c3nnc(-c4ccco4)o3)c2)cc1,4%,11%,0%,39%,10%,-0.93,-0.27,-0.54,1,-2.0%,5%,17%
Cc1ccc2c(c1)COc1c3ccc(C(=O)N4CCCCC4)cc3nn1-2,.,11%,2%,40%,.,-1.4,-0.77,-0.51,0.69,.,0%,2%
O=c1[nH]c(CSc2nnc(COc3ccccc3)n2-c2ccccc2)nc2ccccc12,-4%,5%,-4%,11%,-18%,-0.098,-0.25,-0.11,1.1,2.2%,2%,6%
Cc1cccc(-n2c(Cc3cc(=O)[nH]c(=O)[nH]3)nnc2SC(C)C)c1,-2%,4%,-5%,12%,-8%,1.1,-0.11,0.95,-0.39,-8.6%,-3%,-2%
CC(C)(C)C(=O)Nc1ccc(C(=O)N/N=C/c2ccccc2OC(=O)c2ccc(Cl)cc2Cl)cc1,15%,5%,10%,17%,17%,-0.9,-0.16,-0.57,-0.036,-2.1%,-6%,-10%
COc1cccc(C(=O)/C=C2\Sc3ccccc3N2C)c1,3%,10%,26%,5%,-7%,-0.88,-0.25,0.059,0.36,-7.7%,0%,-6%
O=C(CN1CCC(NC(=O)c2ccco2)CC1)Nc1cccc2ccccc12,-4%,-1%,-6%,9%,-2%,-0.31,-0.2,-0.29,0.5,-3.2%,0%,25%
Cc1ccnc(SCC(=O)c2cccs2)n1,-16%,3%,-6%,-36%,-12%,0.13,-0.17,0.098,-0.43,-5.7%,-3%,-1%
Cc1ccc(C(=O)CSc2nc3ccc(C(=O)NCCN4CCCCC4)cc3c(=O)[nH]2)cc1,.,6%,-7%,1%,.,0.4,-0.75,0.34,-0.8,.,-1%,5%
O=C(Nc1nnc(-c2ccncc2)o1)c1ccccc1F,-15%,6%,-6%,-6%,-9%,-0.0014,-0.39,-0.34,0.2,1.6%,-2%,5%
O=C(CN1CCCCC1)N1CCCc2ccccc21,7%,-3%,-7%,6%,0%,3,-0.2,2.2,-1.5,-5.2%,-1%,13%
CCOC(=O)c1csc(Nc2nc3ccc(F)cc3s2)n1,-8%,9%,-2%,0%,5%,-0.52,-0.18,-0.14,0.13,-8.0%,-6%,-12%
CC(=O)N1N=C(c2ccccc2)CC1c1ccccc1[N+](=O)[O-] (stereo unspecified),11%,-1%,2%,-11%,29%,0.66,-0.14,0.27,-0.49,-12%,3%,17%
O=C(NC1=NCCS1)c1ccc(N2CCCC2=O)cc1,-6%,6%,-1%,3%,4%,-0.27,-0.35,-0.16,0.49,-7.0%,0%,9%
O=C1NCN(c2ccccc2)C12CCN(c1nnnn1-c1ccccc1)CC2,5%,4%,-7%,-9%,2%,0.78,-0.17,0.81,-0.18,-1.6%,4%,-13%
COCCNC(=O)c1ccc(CS(=O)(=O)c2ccc(OC)cc2)o1,-6%,5%,4%,14%,23%,0.54,-0.032,0.51,-1.1,-6.3%,-2%,1%
CCOC(=O)Cn1c(-c2cccnc2Cl)nc2cc(Cl)c(Cl)cc21,14%,5%,-13%,1%,21%,0.41,-0.22,-0.14,0.83,-1.8%,2%,1%
Cc1cccc(C)c1NC(=S)Nc1ccc(F)cc1,7%,5%,-4%,-6%,14%,0.23,-0.3,0.74,-0.67,-3.5%,17%,-1%
COc1ccc(CCNC(=O)CSc2nnc(CNc3ccc(Cl)cc3)o2)cc1OC,-5%,0%,-5%,-4%,-5%,-0.58,-0.19,-0.93,0.36,-6.2%,0%,0%
CCc1ccc(NC(=O)C(C)n2nc(C)c([N+](=O)[O-])c2C)cc1 (stereo unspecified),-6%,6%,-3%,-4%,-9%,-0.82,-0.18,-0.42,0.48,-11%,10%,17%
COc1ccc(-c2nnc3c4ccccc4c(C)nn23)cc1,-1%,9%,-1%,14%,-3%,-1.6,-0.15,-1,0.69,2.8%,4%,1%
Cn1nc(-c2ccccc2)c(-c2nc(-c3cccc(C(F)(F)F)c3)no2)c1Cl,3%,5%,-2%,-4%,-4%,0.34,-0.29,0.13,0.11,-9.6%,2%,4%
COc1ccc(OCC(O)CNC(=O)Nc2ccc(C(C)(C)C)cc2)cc1 (stereo unspecified),.,3%,-1%,1%,.,-1,-0.28,-0.71,0.78,.,-2%,2%
O=C(CCl)Nc1ccccc1Sc1ccccc1,-10%,-1%,6%,16%,-9%,-0.63,0.57,-0.15,-1.6,-6.1%,-6%,-5%
O=C(CSc1nc2c(cnn2-c2ccccc2)c(=O)[nH]1)N1CCCCC1,.,-1%,-8%,6%,.,1.4,-0.24,0.65,-0.72,.,0%,1%
CCOC(=O)C1Cn2c(nc3c(c2=O)C(C)(CC)Cc2ccccc2-3)S1 (stereo unspecified),12%,14%,4%,13%,0%,-1.4,-0.21,-0.35,1.1,-1.1%,0%,-3%
COc1ccc(NC(=O)CCC(=O)OCc2ccc(C(=O)Oc3ccc(Cl)cc3)cc2)cc1,-6%,0%,-2%,-1%,-5%,0.13,-0.2,0.55,0.63,-1.2%,11%,7%
O=C(C1c2ccccc2C(=O)N2CCc3ccccc3C12)N1CCN(Cc2ccccc2)CC1 (stereo unspecified),8%,-6%,-7%,-4%,9%,-0.6,-0.024,-0.43,0.51,-10%,4%,4%
CN(C)N1C(N)=C(C#N)C(c2ccsc2)C2=C1CCCC2=O (stereo unspecified),35%,4%,-8%,12%,61%*,1.5,-0.32,1.4,-0.93,0.4%,0%,11%
Cc1ccc2nc(-c3sc4nc(C)cc(C)c4c3N)[nH]c2c1,12%,5%,-9%,2%,4%,-2.8,1.8,-1.2,-4.7,-0.6%,-8%,-22%
CCc1cc(C(=O)c2ccccc2OC)c(N)s1,-1%,5%,-2%,1%,-5%,-0.48,-0.13,-0.02,0.95,-1.8%,-1%,2%

# Arranged by formula weight (largest number first): 3 of the compounds above.
SMILES,human PMI inhibition,P. falciparum M1AAP,LYP inhibition,AID2073,PMI inhibition,Dynein transport,Dynein transport cytoplasmic EGFP,Dynein transport nuclear GR-EGFP,Dynein transport cell count,XIAP displacement,Siah-1 displacement,M17LAP inhibition
CCOC(=O)C1Cn2c(nc3c(c2=O)C(C)(CC)Cc2ccccc2-3)S1 (stereo unspecified),12%,14%,4%,13%,0%,-1.4,-0.21,-0.35,1.1,-1.1%,0%,-3%
O=C(CSc1nc2c(cnn2-c2ccccc2)c(=O)[nH]1)N1CCCCC1,.,-1%,-8%,6%,.,1.4,-0.24,0.65,-0.72,.,0%,1%
CCc1cc(C(=O)c2ccccc2OC)c(N)s1,-1%,5%,-2%,1%,-5%,-0.48,-0.13,-0.02,0.95,-1.8%,-1%,2%

# Sorted by the number under Siah-1 displacement (largest number first): three from the list above.
SMILES | Siah-1 displacement
Cc1ccc2c(c1)COc1c3ccc(C(=O)N4CCCCC4)cc3nn1-2 | 0%
O=C(CN1CCCCC1)N1CCCc2ccccc21 | -1%
Nc1ccc2c(c1)-c1ccccc1S(=O)(=O)N2 | -5%
